# From PubChem BioAssay
# NCI-60 one-dose screen, 48 h, at 10 µM unless noted. Numbers give growth in % (100 = growth as untreated, 0 = no growth, -100 = all killed).
# OVCAR-8 = OVCAR-8 ovarian cancer; 81,000 tested, 4.4% active; AID 1794782
# NCI-H23 = NCI-H23 lung cancer; 80,000 tested, 4% active
# OVCAR-4 = OVCAR-4 ovarian cancer cells; 80,000 tested, 3.7% active; AID 1794784
# IGROV1 = IGROV1 ovarian cancer; 79,000 tested, 4.7% active; AID 1794786
# OVCAR-3 = OVCAR-3 ovarian cancer; 79,000 tested, 7% active
# NCI-H522 = NCI-H522 lung cancer; 78,000 tested, 8% active; AID 1794739
# OVCAR-5 = OVCAR-5 ovarian cancer. 82,000 tested, 2.9% active. AID 1794783
# SK-OV-3 = SK-OV-3 ovarian cancer cells | AID 1794785 | 80,000 tested, 3.2% active
# NCI/ADR-RES = NCI/ADR-RES ovarian cells. 81,000 tested, 4.4% active. AID 1794790
# Numbers without * were called inactive; · = not tested or not shown; & = joins results of further samples; [ ] = another dose, or the depositor's remark. Rule for the calls: active = growth percent below 10; inactive = the rest. The order is random; about 11% have a hit in one of these screens.
Structure,OVCAR-5,OVCAR-8,NCI-H23,OVCAR-4,IGROV1,NCI-H522,OVCAR-3,NCI/ADR-RES,SK-OV-3
CSC1=NC=C(C#N)C2=NC(c3ccc(Cl)cc3)NN12 (centres undefined),108,105,95,85,115,·,106,103,104
O=C(Cn1c[n+](CC(=O)c2ccc(-c3ccccc3)cc2)c2ccccc21)Nc1cccc2cccnc12,63,20,24,10,-38*,2.6*,-1.5*,97,50
CCOC(=O)CC1CSC(Nc2ccccc2F)=N1 (centres undefined),99,100,102,103,107,110,111,108,94
OCCNCc1cccc(-c2ccccc2)c1O,104,97,98,122,87,73,121,103,106
NS(=O)(=O)c1ccc(-n2cc(-c3cccc(NC(=O)c4cc(Cl)cc(Cl)c4)c3)nn2)cc1,81,27,41,74,101,76,48,93,90
COc1cc(NC(=O)c2ccc(C)cc2)ccc1C(=O)NC(=S)Nc1ccc(S(N)(=O)=O)cc1,109,91,85,87,74,83,89,95,88
COc1cc([C@@H]2N=C(N)NC(C)=C2C(=O)Nc2nc(-c3ccc(Cl)cc3)cs2)ccc1O,98,81,89,80,89,78,93,85,97
CCOC(=O)c1c(C)nc2c(c1N)C(=O)C(=O)N2Cc1ccc(C(F)(F)F)cc1,92,63,70,69,63,31,18,18,83
COc1cc2c(c(O)c1OC)C(=O)NC1CCCC=C21 (centres undefined),96,100,97,92,97,84,105,94,110
O=S1(=O)OC(c2cc(Cl)c(O)c(Br)c2)(c2cc(Cl)c(O)c(Br)c2)c2ccccc21,100,90,103,101,96,71,115,102,109
c1ccc(-c2cn3ccccc3n2)cc1,110,115,113,·,111,117,143,110,115
O=C(Nc1ccc(F)cc1)N1CCCCC1,103[100 µM],107[100 µM],111[100 µM],101[100 µM],106[100 µM],92[100 µM],105[100 µM],104[100 µM],115[100 µM]
COc1ccc(CCN2CCC(CN(C)Cc3cnn(-c4ccccc4)c3)CC2)cc1,57,15,32,·,29,44,37,12,39
CN(/N=N/c1nc[nH]c1C(N)=O)C(C)(C)C,96,58,88,50,87,·,83,76,48
COc1ccc(C2C(C#N)=C(N)OC3=C2C(=O)c2ccccc2C3=O)cc1 (centres undefined),105,98,62,85,104,89,97,99,81
COc1cccc(NC(=O)c2cccc(-c3cc(=O)c4c(OC)c(OC)c(OC)cc4o3)c2)c1,90,47,63,63,53,47,67,65,109
Nc1[nH]c(=O)[nH]c(=O)c1Br,106,104&107,102&93,103&103,112&102,87&86,103&110,103&99,98&102
Cc1ccc(S(=O)(=O)NNc2c3ccccc3nc3ccc(Cl)cc23)cc1,100,93,91,·,102,62,83,100,101
COc1ccc(CNc2cccc3[nH]c(C(F)(F)F)nc23)cc1OC,111,103,94,92,106,76,87,94,91
CSc1ncc(-c2ccccc2)cn1,91,100,97,105,100,90,107,107,94
Cc1cccc(C)c1NC(=O)Nc1cccc(C(F)(F)F)c1,101,102,88,96,96,103,109,95,100
COc1ccc(OC)c(CCn2cncc2-c2c[nH]c3cc(Br)ccc23)c1,79,25,30,22,48,·,33,19,39
CCC(NC(C)C)C(O)c1ccc(O)c(O)c1 (centres undefined),110,82,89,81,96,69,108,90,109
CC[C@]12C=CCN3CC[C@]4(C(=C(C(=O)OC)C1)Nc1cc5c(cc14)[C@@H]1[C@H](O5)[C@@H](O)[C@@]4(CC)CC(C(=O)OC)=C5Nc6cc(O)ccc6[C@@]56CCN1C46)C32 (some centres undefined),21,19,-41*,15,-2.8*,-23*,·,3.0*,24
OCC1OC(n2cnc3c2NC=NC[C@H]3O)CC1O (some centres undefined),88,92,86,97,96,82,106,94,95
CCN(CC)CCn1c2ccc(OC)cc2c2sc3cc(OC)ccc3c(=O)c21,37,30,23,38,15,48,32,23,56
C/C(=C(/c1ccc(O)cc1)c1ccc(OCCN(C)C)cc1)c1ccccc1,88,·,82,83,89,72,90,81,90
COc1ccc(C2OC(=O)C(O)=C2I)cc1OC (centres undefined),93,97,93,112,64,109,107,97,108
Cc1ccc(C)c2c1sc1nc(Nc3ccc(Cl)cc3)c(C#N)c(=O)n12,94,118,·,81,82,75,133,90,93
CC1CC(C)(C)OB(OC(C)CC(C)(C)OB2OC(C)CC(C)(C)O2)O1 (centres undefined),103,102,93,111,107,82,77,101,·
OC(CBr)C(O)C(O)C(O)CBr (centres undefined),·,102,101,106,107,111,105,104,100
CNC(=S)c1ccc(-c2cnc3ncc(Cc4ccc5ncccc5c4)n3n2)cc1F,103,83,86,83,93,87,90,92,110
CSc1ccc(NCc2cn(-c3ccc(C(=O)O)cc3)nc2-c2cc(C(F)(F)F)cc(C(F)(F)F)c2)cc1,104,87,90,100,103,89,89,85,96
O=c1[nH]c2ccc(Cl)cc2cc1CSc1cccc(Nc2nccc(-c3ccc4ccccc4c3)n2)c1,102,97,102,93,102,95,118,99,100
CC(=O)Nc1ccccc1-c1ccccc1,108,101,86,108,117,102,110,81,111
N#Cc1ccc(O)c(C2=NCC(c3ccccc3)O2)c1 (centres undefined),84,20,45,9.6*,33,-13*,7.6*,1.4*,45
O=C(O)c1ccc2c(c1Nc1ccc(-c3ccc(Nc4c(C(=O)O)ccc5c4C(=O)c4ccccc4C5=O)cc3)cc1)C(=O)c1ccccc1C2=O,111,89,99,119,99,88,110,102,113
Cc1ccc2nc([C@@H](C)[C@H]3CC[C@H]4[C@@H]5CCC6=CC(=O)CC[C@]6(C)[C@H]5CC[C@]34C)[nH]c2c1,88,88,85,68,80,86,93,89,87
CC(C)=CCc1cc(/C=C2\OC(=O)C(c3cc4c(cc3O)OC(C)(C)CC4)=C2O)ccc1O,87,104,100,114,121,101,103,101,110
O=C(Nc1cccc([N+](=O)[O-])c1)Nc1cccc([N+](=O)[O-])c1,90&94,63&89,28&66,39&74,64&89,10&65,28&61,52&65,88&129
Cc1ccccc1N=Nc1ccc2c(S(=O)(=O)O)cccc2c1O,101,94,95,105,108,91,107,102,100
CO[C@H]1C[C@H](O[C@H]2[C@H](C)[C@@H](OC3O[C@H](C)C[C@H](N(C)C)[C@H]3OC(C)=O)[C@@H](C)C[C@]3(CO3)C(=O)[C@H](C)[C@@H](OC(C)=O)[C@@H](C)[C@@H](C)OC(=O)[C@@H]2C)O[C@@H](C)[C@@H]1OC(C)=O (some centres undefined),111,106,101,110,117,111,124,102,112
O=Cc1cccc(Cl)c1Cl,91,111,100,116,100,91,111,101,97
CN1C(=O)C2(C(C#N)=C(c3ccc(Cl)cc3)Nc3c2c(-c2ccccc2)nn3-c2ccccc2)c2ccccc21 (centres undefined),96,98,80,96,98,86,112,79,99
O=C1CCC/C=C\C[C@H]2C=CC(=O)/C2=C/C[C@H](CCc2cccc(C(F)(F)F)c2)O1,-17*,5.5*,-22*,13,·,-89*,-66*,1.1*,-35*
COc1cccc(CNc2ccc(Cl)cc2)c1O,78,92,97,98,83,75,103,96,95
C=C(C)[C@@H]1CC[C@]2(CO)CC[C@]3(C)[C@H](CC[C@@H]4[C@@]5(C)CCC(NCCc6ccc(O)cc6)C(C)(C)[C@@H]5CC[C@]43C)[C@@H]12 (some centres undefined),-72*,-79*,-87*,-89*,-85*,-81*,-95*,-71*,76
COc1ccc(OC)c(C2C(C#N)=C(N)Oc3c2c(N)nn3-c2ccccc2)c1 (centres undefined),104,101,93,106,90,100,109,101,98
CCSc1nnc(-c2c(C)nc3ccc(Br)cn23)o1,106,93,83,77,68,82,103,99,·
Nc1cc(=O)n(CC(=O)Nc2ccccc2)n1S(=O)(=O)c1ccccc1,105,98,105,106,89,90,110,101,100
Cn1c(=O)c2c(nc(Sc3nc(N)cc(=O)[nH]3)n2Cc2ccc(F)cc2)n(C)c1=O,95,89,96,102,98,97,109,97,102
O=C1Nc2ccccc2/C1=C/C(=O)c1ccc(N2CCCCC2)cc1,104,55,76,·,50,62,10,90,100
COc1ccc(/C=c2\c(=O)n(-c3ccccc3)c3nnc(-n4nc(SC)nc4N)n23)cc1,110,101,102,116,100,83,110,105,104
O=C1C(Cl)=C(Nc2ccccn2)C(=O)c2ccccc21,115,30,40,30,34,58,27,35,108
Cn1cc(NCCO[C@H]2Cc3cc4ccc(=O)oc4cc3OC2(C)C)c(C(N)=O)n1,103,107,103,109,109,89,109,107,94
CC(OC=O)C(=O)O (centres undefined),103,101,102,98,99,109,105,105,108
CC(=O)Nc1cccc(S(N)(=O)=O)c1C,173,96,122,104,·,97,88,150,108
COc1ccc2c(c1)c(-c1nc(-c3c[nH]c4ncccc34)cs1)cn2CCCN1CCOCC1,68,25,57,42,23,26,44,43,52
COc1ccc(C(=O)c2c(N)c(C#N)cn2-c2ccccc2OC)cc1,77,56,33,63,33,-1.3*,15,13,46
COc1ccc(/C=C(\C#N)C(=O)c2ccccc2)cc1,93,104,112,96,110,109,111,110,126

# Part of the list above, reformatted:
# Below each compound: OVCAR-5, OVCAR-8, NCI-H23, OVCAR-4, IGROV1, NCI-H522, OVCAR-3, NCI/ADR-RES, SK-OV-3
- OC(CBr)C(O)C(O)C(O)CBr (centres undefined)
 : ·, 102, 101, 106, 107, 111, 105, 104, 100
- CNC(=S)c1ccc(-c2cnc3ncc(Cc4ccc5ncccc5c4)n3n2)cc1F
 : 103, 83, 86, 83, 93, 87, 90, 92, 110
- CSc1ccc(NCc2cn(-c3ccc(C(=O)O)cc3)nc2-c2cc(C(F)(F)F)cc(C(F)(F)F)c2)cc1
 : 104, 87, 90, 100, 103, 89, 89, 85, 96
- O=c1[nH]c2ccc(Cl)cc2cc1CSc1cccc(Nc2nccc(-c3ccc4ccccc4c3)n2)c1
 : 102, 97, 102, 93, 102, 95, 118, 99, 100
- CC(=O)Nc1ccccc1-c1ccccc1
 : 108, 101, 86, 108, 117, 102, 110, 81, 111
- N#Cc1ccc(O)c(C2=NCC(c3ccccc3)O2)c1 (centres undefined)
 : 84, 20, 45, 9.6*, 33, -13*, 7.6*, 1.4*, 45
- O=C(O)c1ccc2c(c1Nc1ccc(-c3ccc(Nc4c(C(=O)O)ccc5c4C(=O)c4ccccc4C5=O)cc3)cc1)C(=O)c1ccccc1C2=O
 : 111, 89, 99, 119, 99, 88, 110, 102, 113
- Cc1ccc2nc([C@@H](C)[C@H]3CC[C@H]4[C@@H]5CCC6=CC(=O)CC[C@]6(C)[C@H]5CC[C@]34C)[nH]c2c1
 : 88, 88, 85, 68, 80, 86, 93, 89, 87
- CC(C)=CCc1cc(/C=C2\OC(=O)C(c3cc4c(cc3O)OC(C)(C)CC4)=C2O)ccc1O
 : 87, 104, 100, 114, 121, 101, 103, 101, 110
- O=C(Nc1cccc([N+](=O)[O-])c1)Nc1cccc([N+](=O)[O-])c1
 : 90&94, 63&89, 28&66, 39&74, 64&89, 10&65, 28&61, 52&65, 88&129

# The list continues.
Structure,OVCAR-5,OVCAR-8,NCI-H23,OVCAR-4,IGROV1,NCI-H522,OVCAR-3,NCI/ADR-RES,SK-OV-3
O=C(NN1C(=O)/C(=C/C=C/c2ccc([N+](=O)[O-])o2)SC1=S)c1ccc([N+](=O)[O-])cc1,-100*,-76*,-88*,-99*,-96*,-89*,-97*,-44*,-100*
CCCCCCCCCCCC1=NCCCN1CCCC,93,101,94,101,105,98,104,97,102
CCCCC1COc2cccc3c(SCC(=O)N(C)Cc4ccccc4)cc[n+]1c23 (centres undefined),109,109,96,123,109,91,115,104,113
COC(=O)C1=C(C(=O)Nc2cccnc2)C2OC1(C(Cc1ccccc1)Oc1ccccc1)C1OC21 (centres undefined),80,86,96,75,78,-48*,-54*,103,98
CCCn1ccc(-n2nnc(-c3nc4ccccc4[nH]3)c2N)n1,97,103,102,100,113,70,108,106,103
CCc1c(C)c2ccc(OC(=O)c3ccccc3)c(C(=O)/C=C/c3ccc(N(C)C)cc3)c2oc1=O,121,81,88,111,101,55,101,96,86
Nc1nc2c(ncn2C2OC3COP(=O)(O)OC4C(COP(=O)(O)OC2C3O)OC(n2cnc3c(N)ncnc32)C4O)c(=O)[nH]1 (centres undefined),103,102,106,105,109,103,107,102,87
Cc1ccc(NCC(=O)Cn2cc(COc3ccc(C=Nc4cnc5ccccc5c4)cc3)nn2)cc1,107,103,109,113,112,104,139,113,98
CCOC(=O)CCCc1cccc2ccccc12,108,100,109,112,101,87,97,109,101
Cc1cc(Cl)nc(N(CCNc2ccnc3cc(Cl)ccc23)Cc2ccccn2)n1,74,39,56,35,58,54,3.1*,47,83
COc1cc2ncnc(Nc3ccc(F)c(Cl)c3)c2cc1OCC(=O)N1CCN(c2ccc(F)cc2)CC1,61,107,97,82,47,72,83,83,88
CC(C)C[C@H](NC(=O)[C@H](Cc1ccccc1)n1ccc(N2CCCCC2)cc1=O)B(O)O,39,32,20,39,46,-8.0*,-29*,90,54
COC(=S)S,120,103,100,96,118,103,98,108,98
Brc1ccc(-c2nc3sc(-c4ccc5c(c4)OCO5)nn3c2Br)cc1,101,88,89,91,71,61,101,96,86
O=C(Nc1ccccc1)OCc1ccco1,102,102,100,124,88,88,·,99,106
CCOC(=O)COc1ccc(C=O)cc1,100,97,105,94,103,·,104,105,99
COc1ccc(/C=C/C(=O)c2ccc(OC)c(S(=O)(=O)Nc3c(N)nc(SC)[nH]c3=O)c2)cc1,105,87,96,101,99,75,96,103,117
COc1ccc(/C=N\NC(=O)c2cnn(CC(O)c3ccccc3)c2N)cc1 (centres undefined),96,95,100,99,89,96,·,96,84
O=C1N/C(=N\c2ncn[nH]2)S/C1=C\c1cccc([N+](=O)[O-])c1,98,60,·,82,66,72,89,49,90
CC(C)(C)c1cc(Cl)c2c(c1)CN(C1CCCCC1)CO2,102,94,93,89,97,·,71,101,109
